Assay outcomes as filed in PubChem BioAssay.
Growth percent in the NCI-60 one-dose screen (48 h, 10 µM unless noted): 100 = growth as untreated, 0 = no growth, -100 = all killed.
HCT-116 – HCT-116 colon cancer. actives 7.3% (n = 82,000). AID 1794798
U251 – U251 CNS tumor cells; actives 5.4% (n = 80,000); AID 1794753
SNB-75 – SNB-75 CNS cancer; actives 5% (n = 79,000); AID 1794750
SF-295 – SF-295 CNS cancer cells. actives 5.6% (n = 79,000). AID 1794758
SF-539 – SF-539 CNS cancer. actives 6.8% (n = 81,000). AID 1794752
KM12 – KM12 colon cancer cells. actives 5% (n = 82,000). AID 1794800
SNB-19 – SNB-19 CNS cancer cells. actives 2.5% (n = 81,000). AID 1794751
HCC-2998 – HCC-2998 colon cancer | actives 4.7% (n = 79,000)
SF-268 – SF-268 CNS cancer cells; actives 3.1% (n = 82,000)
Numbers without * were called inactive; x = not tested or not shown; & = joins results of further samples; [ ] = remark or other dose. The calls were made as follows: active = growth percent below 10; inactive = the rest. The order is random; overall some 11% were active at least once.

1	CCCCn1c(O)c(N=NC2=NC3C(N2)N(CC)C(=O)N3CC)c2ccccc21 (centres undefined)
2	Cc1cccc2c1S/C(=C/c1ccc(F)cc1)C2=O
3	CCOC(=O)c1ccc(NC(=O)Oc2cc(C)c(Cl)cc2C(C)C)cc1
4	Oc1c(-c2nnc(-c3ccc(Cl)cc3)o2)sc2nnc(-c3ccccc3)c(-c3ccccc3)c12
5	CC(C)C1=C[C@@]23CC[C@@H]4[C@](C)(CCC[C@@]4(C)C(=O)OCC#CCN4CCCC4)[C@H]2C[C@@H]1[C@H]1C(=O)OC(=O)[C@H]13
6	c1ccc(-c2onc3ccc(-n4nncc4C4CCCO4)cc23)cc1 (centres undefined)
7	O=C(N/N=C/c1ccc(Cl)cc1)N/N=C/c1ccc(Cl)cc1
8	O=C(CCCCCCC(=O)c1ccccc1)c1ccccc1
9	CC(=O)C1=C(C)OC(N)=C(C#N)C1c1cccc(C2C(C#N)=C(N)OC(C)=C2C(C)=O)c1 (centres undefined)
10	COc1cc(-c2cc(/C=C/C(C)=O)[nH]n2)cc(OC)c1OC
assay / compound	1	2	3	4	5	6	7	8	9	10
HCT-116	100	96	89	64	89	92	104	97	80	39
U251	93	96	103	62	100	97	104	97	89	57
SNB-75	111	65	94	73	x	109	89	100	91	85
SF-295	100	105	112	54	97	110	111	102	99	76
SF-539	94	97	94	82	92	103	94	102	107	93
KM12	106	100	108	88	87	102	90	104	95	72
SNB-19	101	92	90	75	97	98	97	104	108	69
HCC-2998	109	116	101	65	108	99	106	96	108	103
SF-268	115	96	105	75	93	103	77	100	88	82

11	COc1cccc2c(=O)c3c(sc12)c(NCCCN)nc1ccccc13
12	Nc1cc(C(=O)NC=Nc2ccc(OC(F)F)c(OCc3ccccc3)c2)nn1CC(O)c1ccccc1 (centres undefined)
13	CCOC(=O)c1cc(C(=O)c2ccc(Br)cc2)n2cc(C)cc(C)c12
14	CCc1cnc2ccccc2c1/C=C/c1ccc(N(C)C)cc1
15	CC1(C)CCCC2=C1CC1C(=O)OC(=O)C1C2 (centres undefined)
16	CC(C)C(/C=N/N=C(N)N)=N\N=C(N)N
17	COc1ccc(NC(=O)c2ccc(NC3=C(c4ccc(OC)cc4)C(=O)NC3=O)cc2)cc1
18	CN(C)c1ccc(CC(C#N)c2cc3ccccc3[nH]2)cc1 (centres undefined)
19	CCCCNc1ccc2c3c(cccc13)C(=O)N(NCC(O)COc1ccc3c(C)cc(=O)oc3c1)C2=O (centres undefined)
20	O=C1/C(=C/c2c[nH]c(=O)[nH]c2=O)Oc2cc(O)ccc21
assay / compound	11	12	13	14	15	16	17	18	19	20
HCT-116	-74*	99	75	25	113	107	102	93	92	102
U251	40	101	x	26	111	102	95	96	97	97
SNB-75	58	96	83	43	107	78	92	89	94	100
SF-295	73	105	100	26	92	x	99	101	96	97
SF-539	56	103	87	x	84	102	97	97	92	101
KM12	13	100	99	26	118	97	99	96	86	108
SNB-19	51	97	87	41	107	99	102	98	84	104
HCC-2998	-57*	116	102	68	72	105	99	103	104	106
SF-268	61	95	97	57	103	99	100	99	80	105

21	O=C(c1ccc(F)cc1F)N1c2ccccc2Sc2ccccc21
22	COc1ccc(C2CC(c3ccc(OC)c(OC)c3)=NN2C=O)cc1 (centres undefined)
23	NCc1nc2ccccc2[nH]1
24	O=C(Nc1nc(-c2ccccc2)cs1)c1cc(O)c(O)c(O)c1
25	NC(=O)CN1C(=O)c2ccccc2C1=O
26	CC(C)N(C(=S)S)C(C)C
27	COc1ccc(-c2nnc(N)s2)cc1OC
28	C=C1CC[C@@H]2C(C)(C)[C@H](O)CC[C@@]2(C)[C@@H]1COc1ccc2ccc(=O)oc2c1
29	Cn1c(=O)c2c(nc(OC3CCCC3)n2C)n(C)c1=O
30	CSc1nc2c(c(=O)n1C)CN(C1CCCCC1)C(=O)C(c1ccccc1)N2 (centres undefined)
assay / compound	21	22	23	24	25	26	27	28	29	30
HCT-116	27	90	104	26	102	102&95	94	64	107	56[100 µM]
U251	34	107	98	32	103	108	102	83	102	50[100 µM]
SNB-75	69	109	72	33	86	103&84	89	99	71	68[100 µM]
SF-295	64	110	95	58	95	108	125	48	89	32[100 µM]
SF-539	51	90	99	42	106	102&103	95	88	x	58[100 µM]
KM12	38	96	101	65	103	104	108	28	101	46[100 µM]
SNB-19	63	100	102	41	98	99&107	95	86	98	63[100 µM]
HCC-2998	53	101	105	x	103	102&109	x	95	111	81[100 µM]
SF-268	54	111	105	44	97	95	102	68	104	51[100 µM]

31	CC1=CC(C)(C)NC(=S)N1c1ccccc1
32	C/C(=N/NC(N)=S)c1ccncc1
33	Cn1cc(-c2cc3ncnc(Nc4ccc(CC(=O)Nc5nc(C(C)(C)C)cs5)cc4)c3s2)cn1
34	O=C1c2ccccc2-c2ccccc2C1(Cl)Cl
35	Cc1ccc(Nc2ncnc3sc4c(c23)CCN(Cc2ccccc2)C4)cc1
36	CCOC(=O)C1=C(C)NC(C)=C(C(=O)OCC)C1
37	COC(=O)c1c(C(=O)OC)c2c3ccccc3c3ccccc3n2c1C(=O)C(C)(C)C
38	NC(N)=NCCCCCNC(=O)C1=NOC2(C=C(Br)C(=O)C(Br)=C2)C1
39	COc1cc(NC(=O)[C@@H]2[C@H]3C=C[C@]4(CN(CCc5c[nH]c6ccccc56)C(=O)[C@@H]24)O3)cc(OC)c1
40	CCC(C)C(NC(=O)C(Cc1ccc(O)cc1)NC(=O)OCc1ccccc1)C(=O)OC (centres undefined)
assay / compound	31	32	33	34	35	36	37	38	39	40
HCT-116	99	107	39	-71*	103	87&140	59	76	66[50 µM]	99
U251	103	97	66	-90*	92	91&104	85	112	88[50 µM]	108
SNB-75	97	90	51	x	79	77&83	84	98	78[50 µM]	96
SF-295	106	97	70	-91*	96	96&83	82	103	96[50 µM]	x
SF-539	109	104	29	-95*	103	96&91	83	102	94[50 µM]	111
KM12	103	111	13	-91*	101	113&97	63	105	86[50 µM]	104
SNB-19	102	98	95	-84*	97	99	96	102	85[50 µM]	110
HCC-2998	104	103	75	90	97	87&114	86	107	99[50 µM]	100
SF-268	101	107	56	-84*	91	111&104	89	92	77[50 µM]	101

41	COc1cc2nc3cc([N+](=O)[O-])ccc3c(NCCNCC(C)(C)O)c2cc1OC
42	C[C@H]1[C@H]2C3=CC[C@@H]4[C@@]5(C)C/C(=C/c6ccco6)C(=O)C(C)(C)[C@@H]5CC[C@@]4(C)[C@]3(C)CC[C@@]2(C(=O)N2CCOCC2)CC[C@@H]1C
43	O=C1CC(C(=O)O)NC(=S)N1 (centres undefined)
44	C#CCC1(c2cccs2)NS(=O)(=O)c2ccccc21 (centres undefined)
45	COc1nc(N)nc(-n2c(-c3ccc(C)cc3)nc3ccccc32)c1NCc1ccc(C)cc1
46	Cc1cc(Nc2ccc(C#N)cc2)nc(N)n1
47	N#Cc1c(NC(=O)Nc2ccc(F)cc2F)sc(=S)c2c1CCCC2
48	COc1ccc(-c2nc3ccccc3n2CC(=O)N=Nc2c(O)[nH]c3ccccc23)cc1
49	CC(Oc1cc(Cl)c(Cl)cc1Cl)C(=O)OCC(=O)N(C)C (centres undefined)
50	CCCCCCC[n+]1ccc(CCS(=O)(=O)c2ccc(NC(C)=O)cc2)cc1
assay / compound	41	42	43	44	45	46	47	48	49	50
HCT-116	-21*	27	93	100	84	102	76	101	102	90
U251	-24*	49	110	102	83	96	62	102	101	95
SNB-75	-56*	99	89	89	76	99	82	159	94	83
SF-295	16	81	109	89	93	104	71	104	100	91
SF-539	-21*	83	107	100	98	104	74	95	99	95
KM12	-7.2*	54	111	112	90	102	76	107	107	102
SNB-19	-11*	71	83	102	87	107	74	101	108	106
HCC-2998	-53*	91	x	100	103	93	88	117	116	95
SF-268	-11*	86	101	107	95	102	91	102	106	105

51	NC(C(=O)O)c1ccc([N+](=O)[O-])cc1 (centres undefined)
52	N#C/C(=C\c1ccc(-c2cccc(C(F)(F)F)c2)o1)c1ccc(Cl)cc1
53	CSc1nc(-c2cccs2)c2c(N)nn(S(=O)(=O)c3ccccc3)c2n1
54	CN(c1ccc(C2=NCCN2)cc1)S(=O)(=O)c1cccc(S(=O)(=O)N(C)c2ccc(C3=NCCN3)cc2)c1
55	O=C(NCn1c(=O)[nH]c2ccccc2c1=O)Nc1ccc(O)cc1
56	CN(C)c1ccc2c(=O)c3ccccc3oc2n1
57	Cc1c(Cl)cccc1NC(=O)c1sc2nc3c(cc2c1N)C(=O)CCC3
58	CC(C)(C)OC(=O)COc1ccc([N+](=O)[O-])cc1Cl
59	CCCCCCCC(=O)SCC/C=C/[C@@H]1CC(=O)NCc2cccc(n2)CN(Cc2ccc(Cl)cc2)CC(=O)N[C@@H](C(C)C)C(=O)O1
60	c1ccc(-c2nn3c(-c4ccccc4)nnc3s2)cc1
assay / compound	51	52	53	54	55	56	57	58	59	60
HCT-116	105	74	91	100	120	107	14	109	-1.9*	100
U251	115	100	88	100	94	89	7.5*	93	-48*	92
SNB-75	79	73	92	107	115	100	27	91	19	95
SF-295	104	83	97	109	93	105	-8.1*	84	-68*	90
SF-539	89	100	90	108	99	99	-41*	98	15	90
KM12	99	85	95	110	105	99	11	107	5.7*	100
SNB-19	100	100	86	101	95	97	45	104	15	84
HCC-2998	111	103	113	96	111	99	26	129	-24*	104
SF-268	105	109	98	98	128	98	37	106	18	98

A draw from above in order of length of the SMILES, low to high:
43	O=C1CC(C(=O)O)NC(=S)N1 (centres undefined)
46	Cc1cc(Nc2ccc(C#N)cc2)nc(N)n1
56	CN(C)c1ccc2c(=O)c3ccccc3oc2n1
51	NC(C(=O)O)c1ccc([N+](=O)[O-])cc1 (centres undefined)
44	C#CCC1(c2cccs2)NS(=O)(=O)c2ccccc21 (centres undefined)
49	CC(Oc1cc(Cl)c(Cl)cc1Cl)C(=O)OCC(=O)N(C)C (centres undefined)
47	N#Cc1c(NC(=O)Nc2ccc(F)cc2F)sc(=S)c2c1CCCC2
57	Cc1c(Cl)cccc1NC(=O)c1sc2nc3c(cc2c1N)C(=O)CCC3
53	CSc1nc(-c2cccs2)c2c(N)nn(S(=O)(=O)c3ccccc3)c2n1
50	CCCCCCC[n+]1ccc(CCS(=O)(=O)c2ccc(NC(C)=O)cc2)cc1
52	N#C/C(=C\c1ccc(-c2cccc(C(F)(F)F)c2)o1)c1ccc(Cl)cc1
48	COc1ccc(-c2nc3ccccc3n2CC(=O)N=Nc2c(O)[nH]c3ccccc23)cc1
assay / compound	43	46	56	51	44	49	47	57	53	50	52	48
HCT-116	93	102	107	105	100	102	76	14	91	90	74	101
U251	110	96	89	115	102	101	62	7.5*	88	95	100	102
SNB-75	89	99	100	79	89	94	82	27	92	83	73	159
SF-295	109	104	105	104	89	100	71	-8.1*	97	91	83	104
SF-539	107	104	99	89	100	99	74	-41*	90	95	100	95
KM12	111	102	99	99	112	107	76	11	95	102	85	107
SNB-19	83	107	97	100	102	108	74	45	86	106	100	101
HCC-2998	x	93	99	111	100	116	88	26	113	95	103	117
SF-268	101	102	98	105	107	106	91	37	98	105	109	102

45	COc1nc(N)nc(-n2c(-c3ccc(C)cc3)nc3ccccc32)c1NCc1ccc(C)cc1
54	CN(c1ccc(C2=NCCN2)cc1)S(=O)(=O)c1cccc(S(=O)(=O)N(C)c2ccc(C3=NCCN3)cc2)c1
59	CCCCCCCC(=O)SCC/C=C/[C@@H]1CC(=O)NCc2cccc(n2)CN(Cc2ccc(Cl)cc2)CC(=O)N[C@@H](C(C)C)C(=O)O1
assay / compound	45	54	59
HCT-116	84	100	-1.9*
U251	83	100	-48*
SNB-75	76	107	19
SF-295	93	109	-68*
SF-539	98	108	15
KM12	90	110	5.7*
SNB-19	87	101	15
HCC-2998	103	96	-24*
SF-268	95	98	18

Remaining list, next part:
61	c1cc(OCCN2CCCCC2)ccc1CNc1ccc2nc(CCC3CCCCC3)[nH]c2c1
62	Nc1nc(Cl)cc(Nc2ccccc2Cl)n1
63	O=C(Nc1ccc(Cl)cc1)Nc1ccc(Oc2nncc3ccccc23)cc1
64	Cc1ccc(C(=O)C/C(=C/c2ccc(-c3ccc(Cl)cc3)o2)C(=O)NCc2ccc(F)cc2)cc1
65	Cc1cc2c(n1-c1ccccc1)CSc1cc(S(=O)(=O)c3ccccc3)c(=O)[nH]c1-2
66	NCc1ccc(S(=O)(=O)Nc2nccs2)cc1
67	CCOC(=O)C1CC(C(=O)OCC)c2nc3ccccc3nc21 (centres undefined)
assay / compound	61	62	63	64	65	66	67
HCT-116	13	104	-57*	71	89[100 µM]	78	89
U251	-12*	101	-31*	76	102[100 µM]	102	99
SNB-75	68	113	-3.1*	78	51[100 µM]	91	96
SF-295	-39*	129	41	100	95[100 µM]	94	96
SF-539	-73*	100	-76*	99	76[100 µM]	101	99
KM12	43	108	-32*	74	99[100 µM]	110	105
SNB-19	62	96	x	83	113[100 µM]	103	90
HCC-2998	-13*	111	-42*	104	99[100 µM]	100	102
SF-268	58	105	13	92	74[100 µM]	97	100
